Screening data as filed in PubChem.
Pin1 inhibitor – qHTS Assay to Find Inhibitors of Pin1; Peptidyl-prolyl cis-trans isomerase NIMA-interacting 1 (Homo sapiens), Q13526; Pin1 FP peptide displacement, HiFluor488, 10 min; Potency, µM (series often up to 115 µM), for the others: at the top dose activity, negative = inhibition, usual class: inhibitors; 390,000 compounds, 0.009% hits; active = well fitted inhibition curve with a large enough effect in the polarisation, with a control signal flat, not every such curve was filed as active; inconclusive = small, poorly fitted or top-dose-only effect, or effect the other way, or a change in a side signal; inactive = no such curve, though single readings can be large or run the other way; the % refers to the polarisation; also: potency is read from the fitted curve at half-maximal effect; % is scaled to controls: 0 for no effect and ±100 for the full control effect
Target sequence (Q13526 whole entry, looked up): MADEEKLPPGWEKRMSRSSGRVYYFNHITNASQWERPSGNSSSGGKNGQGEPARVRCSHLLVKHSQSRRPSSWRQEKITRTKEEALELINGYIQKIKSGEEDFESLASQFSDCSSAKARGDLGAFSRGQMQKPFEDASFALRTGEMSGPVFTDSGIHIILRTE
JMJD2A Tudor inh – qHTS Assay for Inhibitors of JMJD2A-Tudor Domain; 390,000 compounds, 4.4% hits; AlphaScreen JMJD2A-Tudor / H3K4me3 peptide binding; AID 504339, 2011; Potency, µM (series often up to 114 µM), inactives show top-dose activity change, negative = inhibition, actives largely listed as inhibitors; Lysine-specific demethylase 4A (Homo sapiens), O75164; also: potency is read from the fitted curve at half-maximal effect; % is scaled to controls: 0 for no effect and ±100 for the full control effect; nearly all actives have a fitted effect of over 50% in size
GLS inhibitor – qHTS for Inhibitors of Glutaminase (GLS); AID 624170, 2012; GLS enzymatic activity, qHTS titration; Glutaminase kidney isoform, mitochondrial (Homo sapiens), O94925; 410,000 compounds, 0.21% hits; Potency, µM (top dose mostly 45.5 µM), without a hit: top-dose activity change, negative = inhibition, most hits filed as inhibitors; also: potency is read from the fitted curve at half-maximal effect; % is scaled to controls: 0 for no effect and ±100 for the full control effect
Target sequence (O94925 whole entry, looked up, canonical isoform): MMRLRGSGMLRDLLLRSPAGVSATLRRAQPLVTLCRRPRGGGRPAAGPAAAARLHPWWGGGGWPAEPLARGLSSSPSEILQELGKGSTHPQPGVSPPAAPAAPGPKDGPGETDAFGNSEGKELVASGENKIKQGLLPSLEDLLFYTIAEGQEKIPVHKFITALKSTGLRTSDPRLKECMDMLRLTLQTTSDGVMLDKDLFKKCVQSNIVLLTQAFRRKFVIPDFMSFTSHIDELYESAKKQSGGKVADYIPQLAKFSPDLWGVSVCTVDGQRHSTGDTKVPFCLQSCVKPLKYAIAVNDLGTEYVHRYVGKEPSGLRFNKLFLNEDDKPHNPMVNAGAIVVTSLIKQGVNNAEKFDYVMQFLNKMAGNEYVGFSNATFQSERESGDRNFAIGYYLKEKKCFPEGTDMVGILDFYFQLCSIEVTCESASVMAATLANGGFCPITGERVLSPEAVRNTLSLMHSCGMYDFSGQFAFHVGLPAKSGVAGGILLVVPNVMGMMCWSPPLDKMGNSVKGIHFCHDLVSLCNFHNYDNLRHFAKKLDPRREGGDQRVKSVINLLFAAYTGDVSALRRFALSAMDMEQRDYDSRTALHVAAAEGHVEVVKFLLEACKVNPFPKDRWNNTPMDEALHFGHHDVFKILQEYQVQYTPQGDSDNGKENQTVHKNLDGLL
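Read-out is an Amplex red fluorescence increase coupled through glutamate oxidase and HRP, measured before and after 30 min room-temperature incubation. hKGA is in 45 mM KH2PO4 (pH 8.2) with 0.02% Tween-20; glutamine added as 1mM solution.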
HP1b binding inh – HTS for Inhibitors of HP1-beta Chromodomain Interactions with Methylated Histone Tails; Chromobox protein homolog 1 (Homo sapiens), P83916; AlphaScreen HP1-beta / biotin-H3K9me3 peptide binding; Potency, µM (highest dose often 114 µM), inactives show at the highest dose activity change, negative = inhibition, hits mostly inhibitors; 390,000 compounds, 0.56% hits; also: potency is read from the fitted curve at half-maximal effect; nearly all actives have a fitted effect of over 70% in size; inactives centre near 23
Target sequence (P83916 whole entry, looked up): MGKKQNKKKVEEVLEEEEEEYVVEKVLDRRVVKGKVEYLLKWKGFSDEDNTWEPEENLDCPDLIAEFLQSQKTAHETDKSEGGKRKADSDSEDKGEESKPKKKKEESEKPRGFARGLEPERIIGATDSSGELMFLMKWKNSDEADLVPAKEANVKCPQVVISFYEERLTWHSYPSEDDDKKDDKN
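HP1-beta protein (50 nM final) preincubated 30 min at room temperature with biotinylated H3(1-18)K9me3 peptide (50 nM) in PBS pH 7.4, 0.01% Tween-20, then compound added for 30 min. AlphaScreen streptavidin donor/nickel chelate acceptor beads (10 ug/mL final), 30 min dark, luminescence read.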
Tb PGK inh – qHTS Assay to Find Inhibitors of Phosphoglycerate Kinase; Phosphoglycerate kinase, glycosomal (Trypanosoma brucei brucei), P07378; PGK/GAPDH coupled, Kinase-Glo luminescence, 60 min; Potency, µM (highest dose often 57.5 µM), without a hit: top-dose activity change, negative = inhibition, actives largely listed as inhibitors; 380,000 compounds, 0.043% hits; AID 602233, 2012; also: potency is read from the fitted curve at half-maximal effect; % is scaled to controls: 0 for no effect and ±100 for the full control effect; nearly all actives have a fitted effect of over 60% in size
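Luminescent ATP detection (Kinase-Glo Plus) follows a 60-minute room-temperature incubation, with wells lacking PGK as controls. Buffer: 100 mM TEA (pH 7.6), 5 mM MgCl2, 0.01% Tween-20. Coupling enzyme GAPDH (100 nM final) supplies unstable 1,3-BPG in-well.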
PI4K2A inh – qHTS for small molecular inhibitors of PI4K2A; purified PI4K2A, ADP-Glo luminescence, 1 h; stronger effect = lower value; activity change, negative = inhibition, % at 76.9 µM; 420,000 compounds, 0.13% hits; in the data active = activity change below about -50%; inconclusive = mostly about -30% to -49%;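 also: -100% = wells without enzyme as full effect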
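Compounds are screened against recombinant PI4K2A using PI as substrate and ATP, the latter dispensed at 300 microM. Reactions run one hour at ambient temperature before ADP-Glo detection; full inhibition defined by wells lacking enzyme.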
POLH inh – qHTS for Inhibitors of Polymerase Eta | DNA polymerase eta (Homo sapiens), Q9Y253 | Potency, µM (titrated, usually from 114 µM), for inactives: at the highest dose activity change, negative = inhibition, most hits filed as inhibitors | 390,000 compounds, 1.2% hits | recombinant Pol eta, fluorescent DNA replication assay; also: potency is read from the fitted curve at half-maximal effect; % is scaled to controls: 0 for no effect and ±100 for the full control effect
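Pol eta at 10 nM preincubated with compounds 15 min at room temperature; reaction started with fluorescent substrate (50 nM final) and read kinetically at 0 and 10 min.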
G9a block – qHTS Assay for Inhibitors of Histone Lysine Methyltransferase G9a; Histone-lysine N-methyltransferase EHMT2 (Homo sapiens), Q96KQ7; G9a H3K9 monomethylation, AlphaScreen, 2 h; Potency, µM (top dose mostly 102 µM), inactives show at the highest dose activity, negative = inhibition, most hits filed as inhibitors; 350,000 compounds, 8.8% hits; also: potency is read from the fitted curve at half-maximal effect; % is scaled to controls: 0 for no effect and ±100 for the full control effect; nearly all actives have a fitted effect of over 75% in size
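AlphaScreen read-out: biotin-H3K9 peptide (500 nM) methylation by 20 nM enzyme with 20 uM SAM, 2 h at room temperature after 15 min compound preincubation; anti-monomethyl H3K9 antibody plus donor/acceptor beads, 10 min dark.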
BAZ2B block – qHTS Assay for Inhibitors of BAZ2B. AlphaScreen BAZ2B-H3K14Ac peptide displacement. Potency, µM (doses to about 114 µM), for the others: at the highest dose activity change, negative = inhibition, most hits filed as inhibitors. 360,000 compounds, 4.4% hits; also: potency is read from the fitted curve at half-maximal effect; % is scaled to controls: 0 for no effect and ±100 for the full control effect; nearly all actives have a fitted effect of over 60% in size
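Multi-concentration screen (max 110 uM) measuring displacement of acetylated histone H3 peptide from BAZ2B by AlphaScreen, using 50 nM protein, 50 nM peptide and 10 ug/mL streptavidin donor plus Ni-chelate acceptor beads.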
An asterisk follows results filed as active; i = inactive; u = inconclusive; x = not tested or not shown; [ ] = remark or other dose. Unless noted, calls follow the shape of the dose curve; as a rule, active = well fitted curve in the direction sought with a large enough effect; inconclusive = small, poorly fitted or top-dose-only effect, or another doubt; inactive = no such curve, though single readings can be large; an effect the other way counts as inactive or inconclusive. Some of the compounds tested (hit frequency here may not be typical).

#	canonical_smiles	Pin1 inhibitor	JMJD2A Tudor inh	GLS inhibitor	HP1b binding inh	Tb PGK inh	PI4K2A inh	POLH inh	G9a block	BAZ2B block
1	CCn1nc(CC(=O)Nc2ccc(-n3cnnn3)c(OC)c2)c2ccccc2c1=O	19%	u	-16%	-1%	-12%	2	u	-4%[59 µM]	u
2	O=C(NCC1CCCCC1)c1cc(S(=O)(=O)N2CCCCC2)ccc1Cl	-7%	-9%	2%	38%	-1%	-1	4%	-12%[59 µM]	-6%
3	Cc1cccc(NC(=S)NCC(c2cccnc2)N2CCOCC2)c1 (stereo not given)	0%	15%	9%	28%	4%	0	-10%	18%	-6%
4	CCOc1ccccc1NC(=O)CS(=O)(=O)c1cn(CC(=O)N2CCOCC2)c2ccccc12	8%	-10%	1%	25%	-6%	2	-19%	0%	-4%
5	NC(=O)C1CCN(C(=O)COc2ccc(S(=O)(=O)NC3CCCC3)cc2)CC1	-5%	-14%	3%	1%	0%	2	-5%	u	-7%
6	CCOC(=O)c1c(S(=O)(=O)N2CCCC(C(=O)Nc3ccc(C)cc3C)C2)c(C)n(CC)c1C (stereo not given)	1%	-25%	2%	12%	-3%	3	-11%	-9%[59 µM]	-17%
7	CCSc1nnc(NC(=O)CSc2nccn2-c2cc(C)cc(C)c2)s1	-1%	-18%	9%	8%	0%	36	-25%	u	u
8	Cc1ccc(NC(=O)CS(=O)CC(=O)NCC2CCCO2)cc1 (stereo not given)	1%	-16%	-4%	33%	-11%	3	-6%	-11%[59 µM]	9%
9	c1ccc(CSc2nnc(-c3ccncc3)o2)cc1	-1%	-18%	2%	3%	-9%	1	-2%	-29%[59 µM]	2%
10	COc1cccc(NC(=O)CSc2nc(=O)n(Cc3ccccn3)c3c2CCC3)c1	-11%	-4%	5%	10%	i	0	-13%	4%[59 µM]	-6%
11	Cc1nn(C)c(C)c1NC(=O)c1ccccc1NC(=O)Nc1ccccc1	-2%	-13%	-1%	27%	-6%	-8	-3%	-44%	0%
12	COc1ccc2c3n(nc2c1)CCN=C3c1ccc(Cl)cc1	4%	-19%	12%	15%	-10%	2	-8%	17%[2.33 µM]	4%
13	COc1ccc(Br)cc1CN(C)C(=O)c1cnc(C)cn1	-1%	-5%	6%	27%	-6%	-2	-7%	-12%[2.33 µM]	9%
14	Cc1cc(C(=O)NCCc2ccc(Cl)cc2)c2ccccc2n1	2%	-17%	4%	19%	i	-4	-10%	-5%	4%
15	CC(C)C(=O)Nc1ccc(O)c(-c2csc(N)n2)c1	-4%	-6%	22%	30%	2%	-2	-21%	-27%	-14%
16	CCOc1ccc(NC(=O)CCc2c(C)nc3cc(-c4ccc(Cl)cc4)nn3c2C)cc1	-7%	-13%	5%	19%	i	2	-21%	0.71µM*	-19%
17	O=C(NN(Cc1ccccc1)Cc1ccccc1)c1ccccc1	1%	-6%	1%	26%	0%	-4	-11%	x	x
18	COc1ccc(NC(=O)c2cc(-c3ccco3)on2)c(OC)c1	10%	-5%	-2%	21%	-5%	-1	-11%	-3%[12.7 µM]	12%
19	O=C(NCCc1ccccc1)c1c[nH]c2c(F)cccc2c1=O	1%	u	2%	9%	-3%	2	5%	20%	2%
20	Cc1csc(=O)n1CC(=O)Nc1ccc(Cl)cc1F	2%	-18%	0%	16%	-2%	-1	-5%	3%[12.7 µM]	-3%
21	O=C(O)CSCC(=O)N1CCN(Cc2ccc3c(c2)OCO3)CC1	3%	11%	5%	16%	-6%	3	-16%	5%	-13%
22	Cc1c(Cl)cccc1NC(=O)CCS(=O)(=O)c1cccc2nonc12	31%[activator]	-7%	1%	-13%	1%	3	7%	12%	-18%
23	Cc1oc(-c2cccc(Cl)c2)nc1CN(C)C1CCOC1 (stereo not given)	1%	-23%	2%	3%	-1%	3	-10%	x	11%
24	CC(=O)N1CCc2c(sc3c2c(=O)n(-c2ccc(F)cc2)c(=O)n3Cc2cc(C)ccc2C)C1	-2%	3%	3%	29%	-3%	5	-15%	12%[59 µM]	0%
25	COc1ccccc1C(=O)Nc1cccc(OCc2cc(=O)n3ccccc3n2)c1	0%	-11%	1%	21%[57 µM]	i	4	-16%	5%[59 µM]	7%
26	CC(=O)c1nn(-c2ccc(OC(F)(F)F)cc2)nc1Nc1ccc(Cl)cc1	-11%	-10%	0%	20%	5%	6	-13%	-3%[59 µM]	3%
27	CC1(C)N=C(c2ccc(F)cc2)C(=O)N1CC(=O)Nc1ccccc1Cl	0%	2%	-1%	42%[activator]	x	4	x	16%[59 µM]	-2%
28	Cc1cccc(NC(=O)CSc2nccn2Cc2ccc(F)cc2)c1C	-3%	-18%	-1%	12%[57 µM]	-3%	4	-26%	-3%[59 µM]	-34%
29	COc1ccc2c(c1)OC[C@H]1[C@H]2N2C(=O)CN(CCc3c[nH]c4ccccc34)C(=O)[C@@]2(C)[C@H]1c1ccccc1	39%[activator]	-32%	-1%	13%	i	0	-6%	-10%[0.501 µM]	-27%
30	Cc1cc(C)cc(NC(=O)COC(=O)COc2ccc(N(C)S(=O)(=O)c3cccs3)cc2)c1	14%	-13%	2%	30%	-2%	-3	-27%	x	x
31	O=C(CSc1nc2c([nH]c3ccccc32)c(=O)n1-c1ccccc1)N1CCCc2ccccc21	0%	-6%	-11%	11%[57 µM]	12%	-2	-7%	3%[59 µM]	1%
32	c1ccc(CCNCC2COc3ccccc3O2)cc1 (stereo not given)	-1%	-14%	-2%	21%	0%	-3	3%	10%	3%
33	Cc1cc(C)c2c(=O)cc(C(=O)Nc3ccccc3C(F)(F)F)oc2c1	u	8%	-9%	54%[activator]	-4%	3	-17%	0%[59 µM]	3%
34	O=C(Nc1nc2ccccc2s1)C1CC(=O)N(c2ccccc2)C1 (stereo not given)	u	-22%	9%	4%	-7%	-5	8%	-11%[59 µM]	-2%
35	COc1ccc(NC(C)=O)cc1S(=O)(=O)NC(Cc1ccccc1)C(=O)NC(C)c1ccccn1 (stereo not given)	-3%	-4%	3%	22%	-4%	-2	-1%	x	x
36	CC(C)n1c(CNC(=O)c2ccccc2F)nnc1SCC(=O)c1ccc(F)cc1	7%	-14%	2%	19%[57 µM]	11%	-27	-2%	x	x
37	c1ccc(-c2cncnc2)cc1	0%	-8%	-1%	106%[activator]	5%	-1	-6%	-22%[0.501 µM]	u
38	O=[N+]([O-])c1cccc(S(=O)(=O)NCCc2cn3ccccc3n2)c1	-4%	-18%	3%	37%	i	-2	-22%	-19%	-37%
39	C=CCN1C(=O)c2ccc(C(=O)N(C)CC(=O)Nc3ccc(Br)cc3C)cc2C1=O	u	-13%	0%	26%	-4%	-1	-4%	8%	10%
40	Cc1ccc(S(=O)(=O)Nc2nc3ccccc3nc2N2CCc3ccccc3C2)cc1	30%[activator]	8%	11%	61%	-7%	3	-4%	x	-1%
41	O=C(O)c1cc2ncc(-c3[nH]ncc3[N+](=O)[O-])cn2n1	u	79µM*	u	-24%	0%	4	u	-47%	-21%
42	CCOC(=O)C1(CC2CCCCO2)CCN(S(=O)(=O)c2ccsc2)CC1 (stereo not given)	-2%	-4%	6%	57%[activator]	6%	-5	-2%	x	-4%
43	Cc1ccc(C)c(NC(=O)CSc2nnc(C)c(=O)n2N)c1	0%	-7%	6%	-7%	-10%	0	-3%	5%[59 µM]	5%
44	COc1cc(OC)c(NC(=O)c2cc3c(s2)-c2ccc(Cl)cc2SC3)cc1Cl	4%	-6%	6%	31%	i	-4	-15%	10%[59 µM]	6%
45	Cc1cc(OCC(=O)OCC(=O)N(C)Cc2ccccc2C)ccc1Cl	2%	21%	-4%	61%[activator]	-10%	5	-11%	18%[12.7 µM]	30%
46	CCOC(=O)c1cccc(NC(=O)Cn2cc3c(n2)CCC(C)C3)c1 (stereo not given)	-3%	-26%	5%	3%	-3%	0	-11%	u	5%
47	CC(=O)N1CCc2ccc(S(=O)(=O)N3CCN(C)CC3)cc21	3%	-6%	9%	9%	-4%	2	-9%	19%[59 µM]	11%
48	N#Cc1nc(COc2ccccc2F)oc1NCCCn1ccnc1	-11%	u	11%	31%	2%	8	2%	32µM*	u
49	C#CCNC(=O)C1=C[C@@H](c2coc3ccccc3c2=O)C[C@@H](OCc2ccc(CO)cc2)O1	-20%	-27%	1%	13%	-6%	1	-1%	-18%[59 µM]	-5%
